# FBW7 act = activators of human E3 ligase FBW7; Q969H0; AlphaScreen FBW7–phospho-cyclin E peptide binding, activator screen; normalized activity (activation), % at 26.1 µM; 650,000 compounds, 0.13% hits; in the data active = normalized activity above about 1.9%;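 also: purified mutant Fbw7 with reduced substrate affinity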
# Target sequence (Q969H0 whole entry, looked up): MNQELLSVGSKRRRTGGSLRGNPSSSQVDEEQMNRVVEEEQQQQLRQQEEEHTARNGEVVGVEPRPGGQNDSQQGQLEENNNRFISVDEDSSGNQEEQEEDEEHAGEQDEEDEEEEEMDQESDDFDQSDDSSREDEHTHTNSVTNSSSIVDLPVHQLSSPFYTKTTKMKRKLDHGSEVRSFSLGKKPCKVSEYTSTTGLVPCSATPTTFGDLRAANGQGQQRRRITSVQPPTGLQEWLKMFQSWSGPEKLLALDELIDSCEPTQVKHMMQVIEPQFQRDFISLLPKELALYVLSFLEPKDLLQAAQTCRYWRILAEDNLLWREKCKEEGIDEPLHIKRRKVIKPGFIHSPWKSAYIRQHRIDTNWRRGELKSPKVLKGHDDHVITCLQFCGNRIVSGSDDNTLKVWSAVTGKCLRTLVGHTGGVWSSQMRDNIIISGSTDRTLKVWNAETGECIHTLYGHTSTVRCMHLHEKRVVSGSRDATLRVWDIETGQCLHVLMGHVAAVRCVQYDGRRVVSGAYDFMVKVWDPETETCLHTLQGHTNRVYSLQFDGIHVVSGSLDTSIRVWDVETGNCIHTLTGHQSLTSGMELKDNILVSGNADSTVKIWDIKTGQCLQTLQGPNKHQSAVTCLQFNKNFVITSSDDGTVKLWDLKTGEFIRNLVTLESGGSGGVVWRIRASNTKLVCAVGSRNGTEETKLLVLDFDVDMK
# MITF inh = human MITF inhibition, primary screen | O75030 | AlphaScreen MITF homodimerization, bead proximity signal | inhibition, % at 2.6 µM | 650,000 compounds, 0.91% hits; in the data active = inhibition above about 50%;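 also: 0% = vehicle wells with protein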
# GPR151 ag = human GPR151 activation. Q8TDV0. PathHunter beta-arrestin GPR151 cells, luminescence. activation, % at 11.2 µM. 650,000 compounds, 1% hits; in the data active = activation above about 4.9%;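 also: 0% = median of compound wells and 100% = cells with positive control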
# TEAD-YAP block = TEAD-YAP interaction inhibition; HEK-TIYL cells, TEAD-Gal4/YAP UAS-luciferase luminescence; 640,000 compounds, 1.4% hits; AID 1259422; inhibition, % at 9.12 µM; in the data active = inhibition above about 32%;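 also: 0% = median of test compound wells and 100% = reference inhibitor wells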
# Active calls of the source: *; x = no result given; & = joins results of further samples.
SMILES,FBW7 act,MITF inh,GPR151 ag,TEAD-YAP block
Cc1ccc(C(C)C)cc1Oc1ccc(C(N)=O)cc1[N+](=O)[O-],-0.1,-1,1.0,-8
COc1cc(/C=C2\SC(=NCc3ccccc3)N(Cc3ccccc3)C2=O)ccc1OCc1cccc2ccccc12,0.3,12,1.1,22
O=C(OC(c1ccccc1)c1nccc2ccccc12)c1ccc(F)cc1 (configuration not stated),0.9,-18,0.7,52*
CC(NC(=O)C1CCOCC1)c1nnc2n1CCN(Cc1ccccc1Cl)CC2 (configuration not stated),0.1,8,1.3,-1
Cn1cnnc1SCc1ccc(C#N)cc1,0.5,2,0.7,7
Cc1c(NC(=O)CN(c2ccc(F)c(Cl)c2)S(C)(=O)=O)cccc1[N+](=O)[O-],0.3,18,0.6,8
COc1ccc(/C=N/Nc2ccccn2)cc1OC,-0.4,18,-0.8,-40
CCN1CCN(CCOc2ccc3c(c2)CCC3)CC1,0.1,-16,3.9,-2
COc1ccc(-c2cnnc(NCc3ccc(Cl)cc3)n2)cc1,-0.1,-6,1.8,-6
N=C1S/C(=C\c2ccc(-c3cccc(C(F)(F)F)c3)o2)C(=O)N1c1ccc2c(c1)OCO2,-0.1,1,-1.0,-10
Cc1cccnc1-c1cccc2c1OC(CNC(=O)C1(C)CC1)C2 (configuration not stated),0.1,-2,1.7,-2
COc1ccc(-c2cnc(NCc3cc4c(cc3[N+](=O)[O-])OCO4)n2C)cc1,-0.2,36,1.6,9
CCOC(=O)C1=C(C)N=c2s/c(=C\c3cccs3)c(=O)n2C1c1ccc(SC)cc1 (configuration not stated),0.1,-5,1.4,-6
O=C(CCC1(Cc2ccco2)CCC(=O)N1)NC(CCn1ccnc1)c1ccccc1 (configuration not stated),0.0,-5,-0.8,5
CCNC(=O)c1ccccc1OCc1cccc(Br)c1,0.1,6,-0.2,-2
COc1ccc(C2Nc3ccccc3-c3nnc(SC)nc3O2)cc1OC (configuration not stated),0.0,-4,-1.1,-7
CCC1Sc2cc(S(=O)(=O)CCC(=O)NCc3ccc(C)cc3)ccc2NC1=O (configuration not stated),0.1,8,4.8,14
CCOC(=O)c1c(NC(=O)c2ccco2)sc(C(=O)OC(C)C)c1C,0.0,6,0.4,8
CCOC(=O)Nc1ccc(S(=O)(=O)N(C)C(C)C)cc1,0.0,-2,-1.2,0
O=C(Nc1ccc(F)c(F)c1F)c1ccccc1F,0.1,9,-0.5,-31
CC1=NN(c2ccccc2)C(=O)/C1=C\c1cccc(Br)c1,-0.5,13,-0.4,11
O=C(c1ccc(N2CC3CC(C2)c2cccc(=O)n2C3)c(NS(=O)(=O)c2ccc(Cl)cc2)c1)N1CCC2(CC1)OCCO2 (configuration not stated),-0.3,5,-0.6,14
O=S(=O)(c1ccccc1)N1CCN(C(=S)NCCCN2CCOCC2)CC1,0.1,7,-0.7,5
O=C(Nc1ccc2[nH]ncc2c1)C1CN(Cc2ccccc2)CC1c1ccc(Cl)cc1 (configuration not stated),-0.1,-1,-0.2,12
CN1C2C=C(N(CCc3c[nH]c4ccccc34)C(=O)c3ccc(Cl)cc3)CC1CC2 (configuration not stated),0.0,-2,0.8,-5
Cc1cc(Sc2nc(N3CCOCC3)nc(N3CCOCC3)n2)nc(Cl)n1,0.0,-14,0.7,-5
CC1(C)Cc2c(c(-c3ccccc3)nc3oc(C(=O)c4ccccc4)c(N)c23)CO1,0.0,4,-0.4,-4
CCOC(=O)NCc1ccc(Cl)c(Cl)c1,0.6,10,0.8,1
CCOc1cc(N2CCOCC2)c(OCC)cc1NC(=O)c1n[nH]c(=O)c2ccccc12,0.0,5,-0.8,-3
Cc1cccc(NC(=O)C2CCN(S(=O)(=O)c3c(C)[nH]c(=O)[nH]c3=O)CC2)c1,0.8,10,0.8,-18
Cc1cc(C)nc(SCC(=O)Nc2cccc(C)c2C)n1,0.0,0,-0.6,3
COc1cc(C=C2C(=O)NC(=S)NC2=O)c([N+](=O)[O-])cc1OCc1ccccc1,-0.3,18,-0.4,3
Cc1ccc(C(C)C)c(OCCNS(C)(=O)=O)c1,-0.3,-5,0.1,-5
O=C(Nc1c2c(nn1-c1ccc(F)cc1)CS(=O)(=O)C2)c1cccs1,0.0,5,0.0,-3
CCc1ccccc1NC(=O)c1sc2nc3c(c(-c4ccco4)c2c1N)CCCCC3,0.1,12,0.2,4
Cc1ccc(N2C(=O)CSC2c2ccc(C(C)(C)C)cc2)cc1C (configuration not stated),0.0,-8,-1.9,-8
O=C(COc1ccc([N+](=O)[O-])cc1)Nc1ccc2oc(-c3cccc(F)c3)nc2c1,0.7,8,6.5*,-7
C=CCOc1ccc(/C(O)=C2/C(=O)C(=O)N(Cc3cccnc3)C2c2ccc(C(C)C)cc2)c(C)c1 (configuration not stated),0.0,-1,3.3,12
COc1ccc(OC(=O)c2ccc(OC)c(I)c2)cc1,0.1,-9,-1.1,1
Cc1ccnc(SCc2cc(=O)c(OC(=O)c3ccc(OC(C)C)cc3)co2)n1,-0.1,7,-0.4,4

# Part of the list above in another layout:
Compound	FBW7 act	MITF inh	GPR151 ag	TEAD-YAP block
CCOC(=O)NCc1ccc(Cl)c(Cl)c1	0.6	10	0.8	1
CC1(C)Cc2c(c(-c3ccccc3)nc3oc(C(=O)c4ccccc4)c(N)c23)CO1	0.0	4	-0.4	-4
Cc1cc(Sc2nc(N3CCOCC3)nc(N3CCOCC3)n2)nc(Cl)n1	0.0	-14	0.7	-5
Cc1cc(C)nc(SCC(=O)Nc2cccc(C)c2C)n1	0.0	0	-0.6	3
Cc1cccc(NC(=O)C2CCN(S(=O)(=O)c3c(C)[nH]c(=O)[nH]c3=O)CC2)c1	0.8	10	0.8	-18
CN1C2C=C(N(CCc3c[nH]c4ccccc34)C(=O)c3ccc(Cl)cc3)CC1CC2 (configuration not stated)	0.0	-2	0.8	-5

# Five entries from above, set out differently.
# Order of results – FBW7 act	MITF inh	GPR151 ag	TEAD-YAP block
- CC(NC(=O)C1CCOCC1)c1nnc2n1CCN(Cc1ccccc1Cl)CC2 (configuration not stated)
 : 0.1	8	1.3	-1
- COc1cc(/C=C2\SC(=NCc3ccccc3)N(Cc3ccccc3)C2=O)ccc1OCc1cccc2ccccc12
 : 0.3	12	1.1	22
- O=S(=O)(c1ccccc1)N1CCN(C(=S)NCCCN2CCOCC2)CC1
 : 0.1	7	-0.7	5
- CCC1Sc2cc(S(=O)(=O)CCC(=O)NCc3ccc(C)cc3)ccc2NC1=O (configuration not stated)
 : 0.1	8	4.8	14
- COc1ccc(/C=N/Nc2ccccn2)cc1OC
 : -0.4	18	-0.8	-40

# Next section:
SMILES,FBW7 act,MITF inh,GPR151 ag,TEAD-YAP block
O=[N+]([O-])c1ccc(CN2CCc3c([nH]c4ccccc34)C2)s1,0.6,30,0.6,10
CC(=O)Cn1nc([N+](=O)[O-])nc1Sc1ccc(C)cc1,0.1,8,0.1,6
Cc1cc(SCc2ccccc2F)nc(=O)[nH]1,-0.1,3,-0.7,-11
c1ccc(CCNc2cc(-c3cccnc3)nc(-c3ccccn3)n2)cc1,-0.8,-5,0.3,2
CS(=O)(=O)c1ncc(Cl)c(C(=O)C(C#N)c2nc3ccc(Cl)cc3c(=O)[nH]2)n1 (configuration not stated),0.2,11,1.4,12
Cc1csc(NC(=O)CSc2nc3ccccc3n2CC(=O)N2CCCC2)n1,-0.1,-9,0.1,3
CC(=O)C1C(c2ccccc2)C2C(C)=NN=C2CC1(C)O (configuration not stated),-0.1,1,0.8,6
COc1ccc(Cl)cc1NC(=O)CN(C)S(=O)(=O)c1ccc2ccccc2c1,-0.2,-9,-1.0,-8
Cc1cccc(CC(=O)Nc2cnn(-c3cccc(C(=O)Nc4ccc(CN)cc4)c3)c2)c1,0.2,18,-0.8,2
Cc1ccc(-c2sc(C(=O)NN)c(C)c2C#N)cc1,-0.1,-1,1.0,-6
CC1=C(C(=O)OC2CCCC2C)C(c2ccc(C)cc2)NC(=O)N1 (configuration not stated),-0.2,-7,0.9,4
COc1ccc(-c2nc(C#N)c(N3CCN(C)CC3)o2)cc1,0.1,-10,-1.0,2
Cc1ccc(-c2cnc(Oc3cccc(N)c3)nc2)cc1,-0.3,3,1.5,-52
CCOC(=O)C1=C(C)N=c2s/c(=C\c3cccc(OCc4ccc([N+](=O)[O-])cc4)c3)c(=O)n2C1c1ccc2c(c1)OCO2 (configuration not stated),-0.1,-4,1.6,-17
C/C(CC(=O)NC1C2CC3CC(C2)CC1C3)=N\NC(=O)c1cc2ccccc2cc1O (configuration not stated),-0.1,3,-0.9,-12
CSC1=C(C#N)C(c2cccc(Cl)c2)CC(=O)N1 (configuration not stated),-0.1,-3,-0.7,-10
COc1cccc2sc(N(CCCn3ccnc3)C(=O)c3cccc(F)c3)nc12,-0.3,-13,-1.4,10
Cc1ccccc1NC(=O)CN(c1ccc(F)cc1)S(C)(=O)=O,-0.1,-6,0.9,8
COC(=O)c1cnc(NCCc2ccc(OC)c(OC)c2)c2ccccc12,0.1,5,0.3,4
Cc1nc2c(C(=O)NCc3cccnc3)cnn2c(C)c1Cc1c(F)cccc1Cl,0.1,-3,-0.2,-9
Cc1ccc(Nc2ncc3c(n2)CC(c2ccccc2)CC3=O)cc1 (configuration not stated),-0.1,14,0.7,-3
CCOc1ccc2cc(S(=O)(=O)N3CCCCCC3)ccc2c1,0.2,-7,-1.7,-2
CC(=O)Nc1ccc(N=Cc2c(O)c3ccccc3oc2=O)cc1,0.0,15,0.4,7
COc1ccc(CCNC(=O)c2ccc(-c3c(C)noc3C)s2)cc1,0.2,11,-1.5,-9
O=P(O)(O)O[C@@H]1C(O)[C@@H](OP(=O)(O)O)[C@@H](OP(=O)(O)O)C(O)[C@H]1OP(=O)(O)O (some centres not stated),x,6,-2.0,x
C/C(=N\NC(=O)C(C)Sc1ccccc1)C(C)(C)C (configuration not stated),0.2,-11,-0.5,-6
CCOC(=O)C1(CCOC)CCN(C(=O)c2ccc(COC)s2)CC1,0.1,4,1.5,0
O=C(NC1CC(=O)N(c2ccccc2)C1)c1ccc(Br)o1 (configuration not stated),0.0,9,-0.5,8
O=C(Nc1c2c(nn1-c1ccc(F)cc1)CS(=O)C2)C12CC3CC(CC(C3)C1)C2 (configuration not stated),-0.1,12,1.8,-1
O=C1CSC(=Nc2ccc(Cl)c(Cl)c2)N1,0.1,11,0.2,-9
CNc1ccccc1C(=O)N/C(N)=N/c1nc(C)c2cc(OC)ccc2n1,0.1&0.0,8&8,0.4&0.4,-4&-14
CC(C)NC(=O)C1CCCN1C(=O)Nc1ccc(C(C)C)cc1 (configuration not stated),0.0,1,0.8,1
CCOC(=O)c1sc(NC(=O)C(C)Sc2nnc(CNC(=O)c3ccco3)n2-c2cccc(C)c2)c(C(=O)OCC)c1C (configuration not stated),0.0,4,-1.0,11
CCOC(=O)c1c(N)nn(C(=O)c2ccccc2F)c1-c1ccc(OC)cc1,-0.2,-10,-0.3,-1
O=C(Nc1cccc(C(F)(F)F)c1)N[C@H]1C[C@H]2C(=O)N3CCC[C@H]3C(=O)N2C1,0.1,9,-0.2,-8
Cc1csc(NC(=O)C2CCCN(S(=O)(=O)c3cccc4nsnc34)C2)n1 (configuration not stated),-0.2,2,0.0,-5
COc1ccc(CCNC(=O)Cc2cn(-c3ccc(NC4CCN(Cc5ccccc5)CC4)nn3)c3ccccc23)cc1,-0.1,-5,2.7,-1
Cc1ccc(C)c(C(=O)COC(=O)c2cc(-c3ccc(C)c(C)c3)nc3ccccc23)c1,0.1,-6,-0.6,4
COc1ccc(-c2noc(Nc3ccc4c(c3)OCCO4)n2)cc1OC,-0.1,12,-1.0,-53
CC(=O)N(Cc1ccc2c(c1)OCO2)C1CC(=O)N(c2cccc(Cl)c2)C1=O (configuration not stated),0.1,1,0.2,-5

# Quoted at random: 2 records from the list.
SMILES,FBW7 act,MITF inh,GPR151 ag,TEAD-YAP block
CNc1ccccc1C(=O)N/C(N)=N/c1nc(C)c2cc(OC)ccc2n1,0.1&0.0,8&8,0.4&0.4,-4&-14
COc1ccc(-c2noc(Nc3ccc4c(c3)OCCO4)n2)cc1OC,-0.1,12,-1.0,-53

# Other results follow.
SMILES,FBW7 act,MITF inh,GPR151 ag,TEAD-YAP block
Nc1nc(NCc2nc3ccccc3[nH]2)cc(N2CCN(c3ccccn3)CC2)n1,0.1,-7,-0.3,0
CCOc1ccc(S(=O)(=O)Nc2cccc(C)c2)cc1,0.0,15,0.2,15
O=C(CCc1nnc(Cc2cccc(C(F)(F)F)c2)o1)NCCN1CCCCC1,0.1,12,1.7,0
Cc1cc(C(=O)COC(=O)c2ccc(CN3CCOCC3)cc2)c(C)n1-c1ccccc1,0.1,11,-0.5,-2
O=C(c1cccc(C(=O)N2CCN(Cc3ccccc3)CC2)c1)N1CCN(Cc2ccccc2)CC1,0.2,-4,-0.5,16
COC(=O)c1ccc(/C=C2/C(=O)NN(c3ccc(C)cc3)C2=O)cc1,-0.1,8,0.2,-2
O=C1N/C(=N\S(=O)(=O)c2ccccc2)S/C1=C\c1cc([N+](=O)[O-])ccc1O,-1.9,2,0.0,16
c1ccc(OCCNc2nc(Nc3ccc4ncccc4c3)nc3nc[nH]c23)cc1,0.8,16,0.5,1
O=C1OC(c2cccc3ccccc23)=N/C1=C\c1coc2ccccc2c1=O,0.0,14,0.4,1
CC(C)(C)C(=O)Nc1sc2c(c1C#N)CCC2,0.8,14,-0.7,12

# Assay outcomes as filed in PubChem.
